Assay outcomes (PubChem)
RXFP1 agonist – qHTS Assay for Agonists of the Relaxin Receptor RXFP1; HEK293T-RXFP1 cAMP TR-FRET, 30 min; response scale: percent of porcine relaxin response, buffer zero; hit rate 0.3% among 370,000; Potency, µM (doses to about 57.5 µM), inactives show at the highest dose activation, hits mostly activators; further: potency means the concentration at half of the fitted maximal effect; on the % scale 0 is the no-effect control and ±100 the full control effect; nearly all actives have a fitted effect of over 60% in size; many of its hits are not listed in these tables
Target sequence (Q9HBX9 whole entry, looked up): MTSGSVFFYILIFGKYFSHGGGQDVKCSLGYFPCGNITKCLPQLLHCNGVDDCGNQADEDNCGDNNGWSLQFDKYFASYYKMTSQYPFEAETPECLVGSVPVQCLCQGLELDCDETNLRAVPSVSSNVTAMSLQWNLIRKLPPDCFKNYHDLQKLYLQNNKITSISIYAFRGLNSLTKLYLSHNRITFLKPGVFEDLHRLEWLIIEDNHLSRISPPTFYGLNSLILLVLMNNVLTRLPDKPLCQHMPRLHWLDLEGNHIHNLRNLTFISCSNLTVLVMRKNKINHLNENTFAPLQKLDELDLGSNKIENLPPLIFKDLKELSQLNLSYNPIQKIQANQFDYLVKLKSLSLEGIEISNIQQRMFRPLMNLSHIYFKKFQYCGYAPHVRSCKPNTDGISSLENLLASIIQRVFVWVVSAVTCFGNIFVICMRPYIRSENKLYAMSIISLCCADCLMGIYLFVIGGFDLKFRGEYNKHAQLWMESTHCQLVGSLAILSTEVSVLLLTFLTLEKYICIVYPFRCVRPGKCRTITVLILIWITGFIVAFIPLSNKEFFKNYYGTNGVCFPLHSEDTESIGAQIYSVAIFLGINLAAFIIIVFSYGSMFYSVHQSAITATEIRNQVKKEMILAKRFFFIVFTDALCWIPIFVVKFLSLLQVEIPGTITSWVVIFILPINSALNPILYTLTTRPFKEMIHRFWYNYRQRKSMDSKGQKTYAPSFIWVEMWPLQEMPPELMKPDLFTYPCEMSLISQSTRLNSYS
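Agonist response is measured as cAMP accumulation in an RXFP1-transfected HEK293T line under PDE4 inhibition. Values are scaled between buffer-only and 29 nM porcine relaxin, and EC50s come from standard Hill equation fits.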
TRHR ag – qHTS for Small Molecule Agonists and Allosteric Enhancers of Human TRH Receptor: Primary Screen for Agonists | Thyrotropin-releasing hormone receptor (Homo sapiens), P34981 | AID 493084, 2011 | TRHR cells, calcium flux fluo-8, FDSS agonist mode | activation, % at 2 µM | hit rate 0.18% among 360,000; in the data active means activation above about 30%; further: 0% is about no effect
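Fluo-8-loaded TRHR cells; 10 s baseline, compound added, kinetic Ca2+ fluorescence read 1/s, agonist mode.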
TRHR enhancer – qHTS for Small Molecule Agonists and Allosteric Enhancers of Human TRH Receptor: Primary Screen for Enhancers; Thyrotropin-releasing hormone receptor (Homo sapiens), P34981; TRHR cells, fluo-8 calcium fluorescence, EC20 TRH enhancement; enhancement, % at 2 µM; hit rate 0.66% among 360,000; in the data active means enhancement above about 30%; further: 0% is about no effect
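TRHR-expressing cells loaded with fluo-8 calcium dye were read kinetically (ex 480/em 530) during compound addition, then stimulated with an EC20 of TRH (10 nM final). Enhancement of the Gq-mediated intracellular calcium response was scored.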
Apoferritin bind – qHTS Assay for Identification of Novel General Anesthetics; Ferritin light chain (Equus caballus), P02791; apoferritin/1-aminoanthracene competitive binding, fluorescence; Potency, µM (top dose mostly 77.5 µM), for the others: at the top dose activity change, negative = displacement, most hits filed as inhibitors; hit rate 0.074% among 350,000; AID 485281, 2010; further: potency means the concentration at half of the fitted maximal effect; on the % scale 0 is the no-effect control and ±100 the full control effect; nearly all actives have a fitted effect of over 20% in size
Target sequence (P02791 2-175 limits assumed): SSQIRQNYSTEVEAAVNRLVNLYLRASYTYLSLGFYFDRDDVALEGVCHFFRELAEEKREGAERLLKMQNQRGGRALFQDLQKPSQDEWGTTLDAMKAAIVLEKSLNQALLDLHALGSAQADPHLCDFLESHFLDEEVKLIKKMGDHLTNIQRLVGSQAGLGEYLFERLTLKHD
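Steps: apoferritin (10 uM) was premixed with half-saturated 1-AMA in PBS, compounds were pin-transferred, plates stood 10 min at room temperature, fluorescence was read at 380/535 nm, and curves were fitted with a Hill equation.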
D2 potentiator – HTS Assay for Positive Allosteric Modulators of the Human D2 Dopamine Receptor: Primary Screen for Potentiators; D(2) dopamine receptor (Homo sapiens), P14416; HEK293 T-REx D2, calcium flux, EC20 dopamine potentiation; potentiation, % at 10 µM; hit rate 0.34% among 340,000;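 active means potentiation over 3 SD above the plate norm, cut at about 30% in these data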; further: 0% is about no effect
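Calcium flux readout, no-wash dye, 1 read/s. Inducible HEK293 Trex D2 line, overnight 30 C. Compound alone 180 s (agonist flags), then EC20 dopamine, another 180 s to score potentiation.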
D1 PAM – Potentiators of Human D1 Dopamine Receptor: qHTS | AID 504651, 2011 | hit rate 0.036% among 360,000 | D(1A) dopamine receptor (Homo sapiens), P21728 | HEK293 TREx D1 cells, calcium flux, dopamine EC20 potentiation | potentiation, % at 10 µM; in the data active means potentiation above about 30%; further: 0% is about no effect
D1 antagonist – Antagonist of Human D 1 Dopamine Receptor: qHTS; D(1A) dopamine receptor (Homo sapiens), P21728; activity change, negative = inhibition, % at 10 µM; HEK293 TREx D1 cells, calcium flux, dopamine EC80; hits give low values; hit rate 3.2% among 360,000; in the data active means activity change below about -30%; further: on the % scale 0 is the no-effect control and ±100 the full control effect
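Kinetic fluorescence of a calcium dye serves as the read-out. D1-expressing Hek293 Trex cells, induced overnight at 30 C, are exposed to compound for 180 s before an EC80 dopamine addition, then read 180 s further.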
D1 ag – Allosteric Agonists of the Human D1 Dopamine Receptor: qHTS | D(1A) dopamine receptor (Homo sapiens), P21728 | HEK293 T-REx D1 cells, calcium flux, agonist mode | activation, % at 2 µM | hit rate 1% among 360,000; in the data active means activation above about 30%; further: 0% is about no effect
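Inducible HEK293 T-REx D1 cells, force-coupled to calcium signalling, were plated at 4000 cells/well with tetracycline and held overnight at 30 C. After no-wash calcium dye loading, compound-evoked calcium rise over 180 s flagged agonists.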
RXFP1 antag – qHTS Assay for Antagonists of the Relaxin Receptor RXFP1. activity change, negative = inhibition, % at 57.5 µM. hit rate 0.59% among 350,000. AID 1259400, 2018. HEK293-RXFP1, relaxin-stimulated cAMP HTRF, 30 min; hits give low values. Relaxin receptor 1 (Homo sapiens), Q9HBX9;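 active means activity change of -60% or lower, but not beyond a set lower limit; inconclusive means change between -60% and -40%, or beyond the set limit; inactive means change above -40%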; further: on the % scale 0 is the no-effect control and ±100 the full control effect
* marks the source's active call; other numbers are inactive results; ? = inconclusive; nt = no result given; & = joins results of further samples; ! = not active in a repeat; [ ] = another dose, or the depositor's remark. Unless noted, the call rests on the fitted dose curve; in most records, active means well fitted curve in the direction sought with a large enough effect; inconclusive means small, poorly fitted or top-dose-only effect, or another doubt; inactive means no such curve, though single readings can be large; an effect the other way counts as inactive or inconclusive. These rows are one share of the data (hit frequency here may not be typical).

Start of the data: the first 2 entries, ahead of the listing:
Every second line gives: RXFP1 agonist, TRHR ag, TRHR enhancer, Apoferritin bind, D2 potentiator, D1 PAM, D1 antagonist, D1 ag, RXFP1 antag
- C=CCOc1cccc(C2c3c(oc4ccc(F)cc4c3=O)C(=O)N2CCCN2CCOCC2)c1 (stereo not given)
  0.2%, 0.4, -2.9, -7.1%, 8.3, -7.2, 6.6, 1.1, -20.0
- CN1C(=O)/C(=C/c2ccc(OC(=O)c3ccco3)cc2)SC1=S
  2.8%, 3.9, -2.3, 0.4%, 1.6, nt, -12.2, 9.5, -4.1

This part in full, repeating the preview:
Every second line gives: RXFP1 agonist, TRHR ag, TRHR enhancer, Apoferritin bind, D2 potentiator, D1 PAM, D1 antagonist, D1 ag, RXFP1 antag
- C=CCOc1cccc(C2c3c(oc4ccc(F)cc4c3=O)C(=O)N2CCCN2CCOCC2)c1 (stereo not given)
  0.2%, 0.4, -2.9, -7.1%, 8.3, -7.2, 6.6, 1.1, -20.0
- CN1C(=O)/C(=C/c2ccc(OC(=O)c3ccco3)cc2)SC1=S
  2.8%, 3.9, -2.3, 0.4%, 1.6, nt, -12.2, 9.5, -4.1
- CCN1C(=NCCc2c[nH]c3ccccc23)N[C@@H](c2ccccc2)C(C(=O)OC)=C1C
  -0.6%&-0.4%, 2.8&-0.1, 1.7&-1.0, -14.8%&-18.7%, nt, -3.6&-8.8, -8.8&-19.2, 48.8*!, nt
- CC(C(=O)Nc1ccc(S(=O)(=O)N2CCCC2)cc1)N1CCCC(C(N)=O)C1 (stereo not given)
  0.9%, 0.0, 1.0, nt, 6.2, -4.3, -20.6, 6.6, -12.8
- CCN(CCCNC(=O)c1cc(Nc2ccccc2OC)nc2ccccc12)c1cccc(C)c1
  3.4%, 1.6, -2.8, 361.6%[activator], -3.4, -2.6, -35.2*, 0.8, nt
- COc1ccc(C(=O)N(Cc2ccccc2)c2cccc(C)c2)c(OC)c1OC
  0.5%, 4.6, -4.8, -7.6%, 2.8, 10.1, 2.4, 0.9, -14.7
- O=C1C2C3C=CC(C3)C2C(=O)N1/N=C/c1cn(Cc2ccccc2)c2ccccc12 (stereo not given)
  2.4%, -0.6, -9.7, ?, 5.6, -2.1, -6.2, 1.7, -10.6
- O=C(On1c(-c2ccccc2)nc2ccccc2c1=O)c1ccco1
  -0.2%, -0.3, 3.5, -11.3%, 14.2, 5.7, -3.1, -0.2, -13.3
- COc1ccc(CC(=O)NCc2n[nH]c(=S)n2-c2ccc(F)cc2)cc1
  3.0%, 0.4, 1.8, -5.0%, -7.9, 2.5, 2.3, 0.6, 7.0
- CCCCN(C)CCNC(=O)c1cc2c(-c3cccc(OC)c3)nn(C)c2s1
  3.4%, -0.2, -3.7, -5.3%, -0.6, -6.0, 4.5, 0.4, -22.1
- CCn1c(=O)cc(SCC(=O)NCc2ccc3c(c2)OCO3)c2ccccc21
  9.4%, 1.2, -6.9, ?, 13.9, -2.8, 4.8, 0.5, -0.2
- CC1=C(C)C(=O)C(N2CCOCC2)=CC1=O
  0.1%, 1.5, -3.1, -0.5%, -3.6, -3.7, -2.6, 2.7, 2.2
- O=C(NCCCNC(=O)c1cc(Cl)ccc1Cl)c1ccccn1
  0.0%, -0.9, -1.5, -0.5%, nt, -8.9, 2.7, 2.2, 14.1
- CCOC(=O)C1=C(CNCc2ccccc2)NC(=O)NC1c1ccc(C)cc1 (stereo not given)
  0.6%, -0.5, 6.6, 16.4%, 2.1, 3.5, 4.6, -1.0, nt
- O=C(COc1ccccc1[N+](=O)[O-])Nc1cccnc1
  0.0%, -0.1, -5.0, -6.9%, 3.6, -2.6, -11.6, 1.7, -15.7
- N#CCCSCc1ccc2oc(C(=O)O)cc2c1
  -1.1%, 0.5, 5.3, 3.9%, nt, -2.5, 8.5, 2.8, -2.7
- COc1ccc(OC)c(NC(=O)C2CCN(S(=O)(=O)c3cccs3)CC2)c1
  8.0%, -1.5, -6.2, 0.6%, -6.7, 5.3, -4.2, 0.8, 9.8
- COC(=O)C1=C(C)NC(=O)/C1=C\c1ccco1
  -0.1%, 0.3, 0.1, -22.8%, -23.0, 1.1, 2.0, 0.3, 6.6
- Cc1nn(Cc2ccc([N+](=O)[O-])cc2)c(=O)n1-c1ccccc1Cl
  -1.6%, -0.6, -0.9, -16.0%, 4.5, -5.3, -8.8, 1.3, -30.5
- O=C(O)C(Cc1c[nH]c2ccccc12)NS(=O)(=O)c1cccc2nsnc12 (stereo not given)
  -2.5%, -0.3, 11.3, -17.7%, 19.5, -8.8, -5.6, 2.2, -2.0
- Cn1ccc(C(=O)OCC(=O)Nc2cccc3ccccc23)n1
  0.1%, 0.1, 2.2, -18.6%, -0.5, 1.7, -7.2, 0.9, -10.1
- COc1ccc(CCNC(=O)CSC2=NS(=O)(=O)c3cc(Cl)ccc3N2)cc1OC
  0.8%, 0.0, 5.7, nt, -1.1, 2.2, -0.8, -0.2, -7.1
- COc1ccc(-c2cc(C(=O)NCCCN3CCCC3=O)c3ccccc3n2)cc1OC
  3.9%, -0.2, 4.4, nt, -2.5, -4.6, -10.5, 2.9, 17.5
- Cn1c2ccccc2c2nnc(SCC(N)=O)nc21
  28.7%, 0.2, 2.9, 4.3%, nt, 0.1, 9.1, -0.5, 15.4
- CCNC(=O)c1sc2cc(C)ccc2c1Cl
  4.9%, -1.6, 4.9, -6.8%, -6.1, -4.1, 56.1, 4.0, -27.1
- Nc1cc(=O)nc(SCC(=O)N(C2CCCCC2)C2CCCCC2)n1-c1ccccc1
  0.3%, 0.6, -9.2, ?, 1.6, -2.9, -3.6, 0.3, 12.6
- CCS(=O)(=O)N1CCCC(C(=O)NCCCN2CCCC2=O)C1 (stereo not given)
  0.6%, -0.5, 4.5, 0.1%, 12.8, 4.6, 2.8, 2.6, -4.1
- CC(=O)Nc1c(O)nc(SCC(=O)Nc2c(C)cccc2C)[nH]c1=O
  1.0%, -0.7, 3.9, 1.9%, -12.2, -6.3, -10.7, 1.4, 9.8
- O=C(NC1CCCCC1)c1ccc(CS(=O)(=O)Cc2ccccc2F)o1
  -2.8%, 0.1, -0.5, -4.6%, -0.6, -5.3, -11.2, 0.4, -0.1
- O=C(OCCCN=C1NS(=O)(=O)c2ccccc21)c1ccccc1F
  3.5%, 0.4, -2.1, -9.3%, -11.4, -6.8, 0.5, 6.0, -4.8
- Cc1cccnc1NC(=O)C(C)Oc1ccccc1 (stereo not given)
  0.6%, -2.3, 0.6, 1.1%, nt, 1.8, -2.3, 3.8, -2.5
- O=C(Oc1ccccc1/C=C\C(=O)c1cc2ccccc2o1)c1ccccc1
  -0.5%, 1.3, -3.9, 8.2%, -17.0, -2.4, -14.6, 5.4, -26.3
- CCOc1cc(C(C#N)N2CCOCC2)ccc1OC (stereo not given)
  0.7%, 0.9, 3.9, 3.4%, 7.4, 3.8, 1.9, 1.8, 6.3
- Cn1c(=O)cc(SCC(=O)NCCCN2CCOCC2)c2ccc(Cl)cc21
  12.2%, 0.8, 2.2, -10.9%, -1.9, -3.3, 5.9, 1.7, 17.3
- CCOc1ccccc1C(=O)NC(C(=O)NCc1ccc(F)cc1)C(C)C (stereo not given)
  -2.0%, -1.2, -4.3, -10.6%, -2.6, -2.3, -19.5, 2.4, 10.5
- CCOC(=O)C1CCc2nc3ccccc3c(=O)n21 (stereo not given)
  0.3%, -0.2, 11.9, -7.9%, 12.4, -6.9, 0.8, 3.4, 4.1
- Cc1ccn(C(C)CC(=O)Nc2ccc(-c3ccno3)cc2)n1 (stereo not given)
  1.8%, -0.4, -2.6, 0.7%, -7.4, -14.8, -10.9, 2.4, -3.3
- Cc1nc(-c2ccc(NC(=O)/C=C\C(=O)O)cc2)cs1
  -2.5%, 0.2, -0.3, -23.2%, -4.8, 3.9, 10.1, 2.3, -4.5
- COc1ccc(N2CCN(C(=O)C3CCN(S(=O)(=O)c4ccc(F)cc4)CC3)CC2)cc1
  0.3%, -0.1, 7.7, -14.3%, 1.2, 0.6, -0.5, 2.3, -8.6
- COc1ccc(CCNC(=O)c2ccc3c(c2)ncn3-c2ccc(C)cc2C)cc1OC
  2.7%, -0.6, -0.3, 170.1%[activator], 18.2, 1.9, -19.2, -3.6, -35.3
- COC1CCN(C(=O)C2CCC(=O)N(C3CCCCCC3)C2)CC1 (stereo not given)
  -2.7%, 0.9, 4.1, -11.1%, 11.1, 0.3, -8.8, 2.6, 5.9
- O=C(O)c1cc(N2C(=O)C3C4C=CC(C4)C3C2=O)ccc1NCc1cccnc1 (stereo not given)
  -0.5%, 0.1, 11.1, -2.5%, 11.3, 16.2, 1.9, 0.1, -3.6
- CCN(c1ccccc1)S(=O)(=O)c1ccc(OC)c(NC(=O)c2c(C)noc2C)c1
  1.3%, -0.1, 0.9, nt, 0.5, -4.7, 24.6, 0.5, -10.4
- CCOc1ccc(NC(=S)NCc2nc3ccccc3[nH]2)cc1
  0.1%, 0.0, 4.8, -3.8%, nt, -4.0, 0.6, 2.4, 7.0
- Cc1ccccc1N(CC(=O)NCc1ccncc1)S(C)(=O)=O
  1.5%, 0.7, -0.5, -3.1%, 17.5, 1.9, 10.7, 4.5, -0.4
- COc1ccc(-c2nnc3cccc(Cl)n23)c(OC)c1
  4.6%, 0.5, -0.3, -4.3%, 16.8, -1.1, 0.1, 2.2, 8.6
- COc1ccc(-n2c(=O)c3ccccc3n(CC(=O)NC3CCCCC3)c2=O)c(OC)c1
  -0.6%, 0.5, 6.9, -12.0%, 3.3, -6.0, -1.6, 3.8, 6.4
- CCN(CC(=O)NC1CCS(=O)(=O)C1)C(=O)c1cc(OC)c(OC)c(OC)c1 (stereo not given)
  -0.4%, 0.5, 4.4, nt, 23.5, -4.0, -13.9, 1.1, -3.2
- COc1ccc(C(=O)CN2C(=O)COc3ccccc32)cc1
  0.5%, -0.6, -3.9, -21.0%, 0.8, -2.2, -17.9, 3.9, 0.7
